# KB-3-1 tox – kills parental KB-3-1 adenocarcinoma cells; KB-3-1 viability, CellTiter-Glo ATP luminescence, 72 h; Potency, µM (highest dose often 46.1 µM), without a hit: top-dose activity change, negative = cytotoxic, most hits filed as cytotoxic; 400,000 compounds, 1.4% hits; further: potency means the concentration at half of the fitted maximal effect; on the % scale 0 is the no-effect control and ±100 the full control effect; nearly all actives have a fitted effect of over 60% in size
#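 KB-3-1 cells, DMEM (no phenol red) + 10% FBS; compound by pin transfer, 72 h, 37 °C. Readout: CellTiter-Glo luminescence after 10 min. Data normalized, curve-fitted.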
# GLP1R cytotox – cytotoxicity in counter-screen for GLP-1R inverse agonists | HEK293 cAMP-luciferase reporter cells, luminescence, 24 h | Potency, µM (series often up to 38.3 µM), without a hit: at the highest dose activity change, negative = inhibition, most hits filed as inhibitors | 410,000 compounds, 0.13% hits | AID 624418;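 further: loss of luciferase light is scored as toxicity; potency means the concentration at half of the fitted maximal effect; on the % scale 0 is the no-effect control and ±100 the full control effect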
#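 Luminescence readout: signal drop marks cytotoxicity. Plated cells grew 12 h at 37 °C, 5% CO2, received 23 nL compound for 24 h, then got luciferase reagent, read after 12 min at RT.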
# HT1080 IDH1KD tx – HT-1080 IDH1 knockdown cell toxicity (counter line); 360,000 compounds, 2% hits; HT-1080 IDH1 knockdown viability, ATP luminescence, 48 h; Potency, µM (doses to about 46.1 µM), for the others: at the top dose activity, negative = toxicity, most hits filed as cytotoxic;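 further: potency means the concentration at half of the fitted maximal effect; 0% = DMSO wells and -100% = cell-free medium wells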
#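 Assay cells: HT-1080 with IDH1 knockdown, 750 per well, RPMI/5% FBS. Exposure: 48 h at 37 °C following 2 h pre-incubation. Read: CellTiter-Glo luminescence; fitted concentration-response, curve class assigned.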
# DRD3 agonist – activates the human D3 dopamine receptor. D3R DiscoveRx beta-arrestin cells, luminescence, 90 min. max activation, %. 410,000 compounds, 0.58% hits; in the data active means max activation above about 30%; further: 0% is about no effect; mostly tested at two doses, the higher about 12 µM
# Target sequence (P35462 whole entry, looked up): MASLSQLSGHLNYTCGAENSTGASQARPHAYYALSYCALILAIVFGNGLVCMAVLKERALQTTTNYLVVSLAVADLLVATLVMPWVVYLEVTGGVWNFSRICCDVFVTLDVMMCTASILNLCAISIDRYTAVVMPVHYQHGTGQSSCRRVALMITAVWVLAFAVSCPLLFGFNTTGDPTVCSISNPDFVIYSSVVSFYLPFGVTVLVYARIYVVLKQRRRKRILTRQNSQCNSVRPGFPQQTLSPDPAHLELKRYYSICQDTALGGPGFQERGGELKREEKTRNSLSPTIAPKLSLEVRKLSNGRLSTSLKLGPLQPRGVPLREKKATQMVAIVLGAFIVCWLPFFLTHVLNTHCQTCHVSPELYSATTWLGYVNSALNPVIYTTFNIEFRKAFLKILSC
#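 Agonist-mode cell screen: cells plated at 1500/well and incubated overnight at 37 °C, then exposed to library compounds for 90 min at 37 °C. Detection reagent was added for 30–60 min at room temperature, and luminescence was read.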
# SW480 rerep – DNA re-replication induction in SW480 cells; SW480 DNA re-replication, Hoechst DNA content imaging, 48 h; Potency, µM (series often up to 46.1 µM), for inactives: at the top dose re-replication activation, most hits filed as activators; 340,000 compounds, 1.8% hits; AID 624297; further: potency means the concentration at half of the fitted maximal effect; % of control where 0% means no effect; nearly all actives have a fitted effect of over 55% in size
#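 Per well, 250 cells were exposed to pinned compound for 48 hr. Nuclear DNA was visualised with Hoechst (40 min, 37 C) and total object intensity recorded by fluorescence scanning.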
# MCF10A rerep – inducers of DNA re-replication in MCF 10A breast cells; MCF 10A DNA re-replication, Hoechst nuclear intensity, 48 h; Potency, µM (doses to about 46.1 µM), inactives show at the top dose activity, positive = re-replication, most hits filed as activators; 350,000 compounds, 2.9% hits; further: potency means the concentration at half of the fitted maximal effect; % of control where 0% means no effect; nearly all actives have a fitted effect of over 50% in size
# HT1080NT lethal – kills 2HG-producing HT-1080-NT fibrosarcoma cells; HT-1080-NT fibrosarcoma viability, CellTiter-Glo ATP luminescence, 48 h; Potency, µM (series often up to 46.1 µM), for inactives: at the top dose activity, negative = less viability, actives largely listed as cytotoxic; 360,000 compounds, 1.6% hits; AID 686970;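 further: NT is the 2HG producing partner of a matched IDH1 knockdown line; potency means the concentration at half of the fitted maximal effect; 0% = DMSO-treated cells and -100% = media-only wells without cells; nearly all actives have a fitted effect of over 55% in size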
#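 Read-out is CellTiter-Glo luminescence after 10 minutes at room temperature, following 48 hours' compound treatment of HT-1080-NT cells (750 cells/well, RPMI, 5% FBS, 37 degrees C).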
# KB-V1 cytotox – KB-V1 MDR subline cytotoxicity | AID 1347076 | Potency, µM (series often up to 46.1 µM), inactives show at the highest dose activity change, negative = cytotoxicity, hits mostly cytotoxic | 400,000 compounds, 3.4% hits | KB-V1 MDR cells viability, CellTiter-Glo, 72 h; further: potency means the concentration at half of the fitted maximal effect; on the % scale 0 is the no-effect control and ±100 the full control effect; nearly all actives have a fitted effect of over 60% in size
#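 Drug-selected KB-V1 cells, grown in DMEM lacking phenol red with 10% FBS, receive compound titrations; after three days at 37 degrees C, surviving cell ATP is quantified by CellTiter-Glo luminescence and responses normalized and curve-fitted.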
# IL-1B inflam inh – inflammasome signaling inhibition, IL-1 beta readout; THP-1 LPS/ATP IL-1B secretion, AlphaLISA, 16 h; stronger effect = lower value; activity change, % at 57.5 µM; 360,000 compounds, 4.7% hits; in the data active means activity change below about -50%; inconclusive means mostly about -30% to -49%; further: on the % scale 0 is the no-effect control and ±100 the full control effect
#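 Secreted IL-1B measured by AlphaLISA bead assay after 16 h compound exposure of THP-1 cells; compounds (final up to 57.5 uM) added 1 h before LPS (250 ng/mL) and ATP (1.25 mM) stimulation; lower signal means less secretion.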
# * hit, by the source's call; i = inactive; ? = inconclusive; · = no result given; & = joins results of further samples; [ ] = dose if it differs, or a comment. Unless noted, the call rests on the fitted dose curve; in most records, active means well fitted curve in the direction sought with a large enough effect; inconclusive means small, poorly fitted or top-dose-only effect, or another doubt; inactive means no such curve, though single readings can be large; an effect the other way counts as inactive or inconclusive.
SMILES,KB-3-1 tox,GLP1R cytotox,HT1080 IDH1KD tx,DRD3 agonist,SW480 rerep,MCF10A rerep,HT1080NT lethal,KB-V1 cytotox,IL-1B inflam inh
Cc1sc2nc(CN3CCCC3)nc(N3CCN(S(=O)(=O)c4ccccc4)CC3)c2c1C,2%,-11%,-26%,-15,-3%,5%,-16%,1%,?
COc1cc(OC)cc(N(C(=O)CNC(=O)c2cccs2)C(C(=O)NCC2CCCO2)c2ccccc2)c1 (stereo not drawn),-5%,3%,1%,24,0%,5%,-6%,-5%,-8
COc1cc2c(cc1O)C(Cc1ccc(O)cc1)[N+](C)([O-])CC2 (stereo not drawn),-2%,-5%,12%,-28,-7%,5%,6%,?,5
Cc1cccc(C(=O)NCC(=O)N2CCCCCCC2)c1,0%,4%,3%,1,-8%,-3%,5%,-2%,-10
Cc1occc1C(=O)NNC(=O)C1CCCCC1,5%,-1%,15%,-7,-37%[inhibitor],6%,14%,-3%,0
CN(C)/C=C(\C=O)c1ccc(Cl)cc1Cl,2%,-9%,4%,2,1%,-6%,3%,19%,?
CN(C)CCCN(C(=O)c1cccs1)c1nc2cc3c(cc2s1)OCO3,-3%,4%,2%,-11,2%,2%,-12%,-21%,-10
O=C1CCCN1CCC1CCN(C(=S)Nc2ccc(F)cc2)CC1,0%,18%,-4%,0,-3%,-1%,3%,-21%,-28
CC(=O)N1C[C@H]2CON(C)[C@H]2C[C@H]1c1cccc(-c2ccccc2)c1,-8%,2%,10%,10,-1%,-9%,9%,23%,1
CC(=O)Nc1ccc(NC(=O)C(C)Oc2ccc(C)nc2[N+](=O)[O-])cc1 (stereo not drawn),7%,-6%,7%,-2,-3%,-1%,2%,4%,13
CCN(Cc1cccc(OC)c1)CC1CCCN(CCc2cccc(OC)c2)C1 (stereo not drawn),1%,-19%,-1%,-17,?,?,2%,16%,-11
CC1(c2nnnn2Cc2ccccc2)CCC(=O)N1Cc1ccc(F)cc1 (stereo not drawn),15%,-3%,4%,4,·,·,15%,-23%,33
CN1CCN(c2nc3c(c(=O)[nH]c(=O)n3C)n2CCCSc2ncccn2)CC1,13%,-5%,13%,1,1%,-182%[0.0737 µM],-1%,?,-3
Cc1ccc(NC(=O)C(=O)NCc2ccc(/C=C(/C#N)C(=O)NCc3cccnc3)o2)cc1C,4%,2%,1%,17,-64%[inhibitor],1%,10%,?,0
Cc1c(Br)cc(C(=O)O)c(C)c1C,1%,0%,3%,5,-1%,4%,8%,3%,19
Cc1ccc(C)c(S(=O)(=O)N2CCN(C(=O)CCNS(=O)(=O)c3ccccc3)CC2)c1,12%,6%,3%,3,1%,9%,-3%,?,0
COC(=O)[C@@]1(Cc2ccc(OC)cc2)[C@H]2c3cc(C(=O)N4CCCC4)n(Cc4ccsc4Br)c3C[C@H]2CN1C(=O)c1ccccc1,18µM*,-5%,?,-8,·,·,?,?,·
CC(NC(=O)c1ccc2c(c1)S(=O)(=O)N=C1CCCCCN12)c1ccc(S(N)(=O)=O)cc1 (stereo not drawn),-5%,9%,1%,-6,1%,-2%,0%,-8%,i
CSc1nncc(-c2ccccc2)n1,1%,7%[7.66 µM],11%,4,-6%,-2%,?,-11%,-15
CC(C)[C@H](NS(=O)(=O)c1ccccc1F)C(=O)OCC(=O)Nc1cccc(S(N)(=O)=O)c1,-2%,-4%,5%,3,-8%,-39%[inhibitor],4%,13%,19
CCNC(=O)CN1C(=O)NC2(CCCc3cc(OC)ccc32)C1=O (stereo not drawn),8%,-5%,24%,2,0%,?,13%,?,3
CC(C)CC1C(=O)N(Cc2cn(CC3CCCCC3)nn2)CCS(=O)(=O)N1Cc1ccc(-c2ccc(F)nc2)cc1 (stereo not drawn),?,-19%,-27%,-3,·,·,-29%,?,-3
O=c1[nH]nc(-c2cc(-c3ccccc3)nc3ccccc23)o1,-2%,5%,-2%,1,·,·,0%,-3%,-10
Cc1ccc(-c2noc(C3CCCN(S(=O)(=O)c4ccc5ccccc5c4)C3)n2)o1 (stereo not drawn),6%,-2%,9%[9.24 µM],0,0%,19%,1%,-10%,?

# Pulled by compound from the list above, 4 records:
SMILES,KB-3-1 tox,GLP1R cytotox,HT1080 IDH1KD tx,DRD3 agonist,SW480 rerep,MCF10A rerep,HT1080NT lethal,KB-V1 cytotox,IL-1B inflam inh
CC(C)CC1C(=O)N(Cc2cn(CC3CCCCC3)nn2)CCS(=O)(=O)N1Cc1ccc(-c2ccc(F)nc2)cc1 (stereo not drawn),?,-19%,-27%,-3,·,·,-29%,?,-3
Cc1ccc(NC(=O)C(=O)NCc2ccc(/C=C(/C#N)C(=O)NCc3cccnc3)o2)cc1C,4%,2%,1%,17,-64%[inhibitor],1%,10%,?,0
CCNC(=O)CN1C(=O)NC2(CCCc3cc(OC)ccc32)C1=O (stereo not drawn),8%,-5%,24%,2,0%,?,13%,?,3
Cc1ccc(C)c(S(=O)(=O)N2CCN(C(=O)CCNS(=O)(=O)c3ccccc3)CC2)c1,12%,6%,3%,3,1%,9%,-3%,?,0

# Additional compounds
SMILES,KB-3-1 tox,GLP1R cytotox,HT1080 IDH1KD tx,DRD3 agonist,SW480 rerep,MCF10A rerep,HT1080NT lethal,KB-V1 cytotox,IL-1B inflam inh
CC(C)S(=O)(=O)CC(=O)c1ccc(Cl)cc1,0%,-8%,2%,0,2%,-2%,10%,-3%,9
OCCCNc1ncnc2c1ncn2[C@H]1CN(Cc2ccncc2)C[C@@H](CO)O1,1%,4%,26%,-5,·,·,0%,-1%,24
Cc1ccc(N(Cc2cc3ccc(C)cc3[nH]c2=O)C(=O)c2ccco2)c(C)c1,-10%,-7%,12%,-3,20%,24%,0%,?,?
Nc1ccc(C(=O)Nc2cccc3ncccc23)cc1,10%,3%,2%,1,2%,15%,-7%,10%,34
CCn1c(C)c(C)c2cc(C(=O)NCCCN3CCCCC3C)ccc21 (stereo not drawn),-7%&12%,-20%&-5%,-17%,-10&-11,19%,-2%,-24%,0%&5%,?
CN(CC(=O)Nc1ccc(N2CCOCC2)cc1)C(=O)c1cc(F)c(F)cc1Cl,1%,3%,15%,9,?,-14%,18%,-3%,-18
Cc1ccc(C2OCC3(CO)COC(c4ccc(C)cc4)N23)cc1 (stereo not drawn),-1%,2%,0%,2,0%,-5%,-2%,-2%,-15
CCc1ccc(-n2nc(C)c3c(C(=O)Nc4cc(C)c(Cl)cc4OC)cc(C)nc32)cc1,0%,4%,·,6,·,·,·,-2%,·
COc1ccc(N2C(=O)/C(=C/c3ccc([N+](=O)[O-])cc3)N=C2C)cc1,19%,-2%,-5%,6,2%,3%,2%,1%,15
O=C(O)CCC(=O)Nc1cc(C(F)(F)F)cc(C(F)(F)F)c1,-2%,0%,-9%,1,-10%,1%,-16%,14%,0
CC1(C(=O)NS(=O)(=O)Cc2ccccc2)CCN1C(=O)Cc1cc(F)ccc1F (stereo not drawn),17%,-6%,29%,4,·,·,19%,0%,-1
COc1cccc(S(=O)(=O)Nc2ccc3c(c2)[C@H]2C[C@H](CC(=O)N[C@@H](C)c4ccccc4)O[C@H](CO)[C@H]2O3)c1,-3%,-23%,-1%,4,·,·,-10%,9%,-15
COc1ccc(C2=NOC(COC(=O)c3ccc4ccccc4n3)C2)cc1 (stereo not drawn),0%,-9%,3%,2,-3%,5%,-3%,-6%,49
Cc1nc(NC(N)=S)sc1C(=O)Nc1ccccc1,?,-20%,?,11,-2%,-3%,-8%,8%,18
Cc1sc2ncn(CC(=O)N(C)c3ccc(Br)cc3)c(=O)c2c1S(=O)(=O)N1CCC(C)CC1,-3%,5%,·,0,·,·,·,7%,·
Cc1cc(C)c(C(=O)CSc2nnc(C)s2)c(C)c1,-1%,-7%,19%,-2,0%,-30%[inhibitor],21%,2%,-10
CN1C(=O)/C(=C/c2cc(C(C)(C)C)c(O)c(C(C)(C)C)c2)NC1=S,22%,8%,8%,4,-1%,13%,9%,20%,13
O=C(O)C1CCCCC1C(=O)NCc1ccccc1 (stereo not drawn),1%,-13%,-25%,16,-17%,9%,?,-9%,7
Cc1ccc(N(C)C(=O)N2CCN(S(=O)(=O)c3c(C)cc(C)cc3C)CC2)cc1,-2%,6%,10%,-5,-7%,0%,4%,5%,-24
Cc1cc(C(=O)Cn2nc(C(=O)O)c3ccccc3c2=O)c(C)n1-c1cccc(C(F)(F)F)c1,10%,1%,13%,29,-7%,3%,25%,-14%,18
Cc1cccc2sc(N(CCN(C)C)C(=O)c3ccc4ccccc4c3)nc12,0%,-3%,-1%,-14,-27%,3%,2%,6%,-9
COc1ccc(CCN2C(=O)C(Oc3ccccc3)C2c2ccc3c(c2)OCO3)cc1 (stereo not drawn),-1%,0%,-2%,1,-1%,3%,3%,-1%,19
COc1ccccc1/C=N/NC(=O)c1cccc(NC(=O)c2ccccc2C)c1,2%,-1%,10%,-4,11%,?,-20%,7%,9
NC(=NC1CCCCC1)c1ccc(Cl)cc1,-3%,-14%,-10%,5,4%,15%,1%,0%,6
O=C(COC(=O)c1ccccc1-n1cnnn1)c1ccc(F)cc1,18%,-11%,7%,0,-9%,6%,13%,8%,-9
COc1ccc(OC)c(CC(=O)NC(c2ccccc2)c2ccccc2)c1,0%,-16%,-13%,0,-2%,5%,-8%,-5%,23
CCN(CC)c1ccc(S(=O)(=O)N2CCOCC2)cc1NC(=O)C1CC1,-2%,-15%,6%,-9,1%,-1%,14%,13%,0
COc1cc2c(cc1OC)[C@@H](NC(=O)CCC1CCCCC1)[C@H](O)C2,0%,-2%,5%,-2,-76%[inhibitor],11%,12%,0%,10
CCC(CC)NC(=O)CSc1ccc(S(=O)(=O)N2CCOCC2)cn1,-20%,0%,0%,8,-9%,6%,7%,-21%,-7
CCCn1c(NCc2cc(OC)ccc2OC)nc2ccccc21,8%,-10%,6%,-1,5%,1%,0%,4.1µM*,-15
O=C(CN1C(=O)C2C3C=CC(C4CC34)C2C1=O)Nc1cccc2ncccc12 (stereo not drawn),1%,4%,9%,4,1%,4%,14%,-12%,-1
